Source: PubChem BioAssay
RSV CPE inhibition = inhibition of RSV-induced cytopathic effect – HEp-2 cells, primary 10 µM value included (AID 2391) | HEp-2 cells, RSV-induced CPE inhibition; higher % means a stronger effect | CPE inhibition, % at 10 µM, or IC50 in µM where a hit was titrated | 310,000 compounds, 0.13% hits; in the data active means a potency from the dose series; inconclusive means CPE inhibition mostly from about 23% at the one dose, without a potency; inactive means the rest, 99 in 100 with CPE inhibition below about 21%; further: strong numbers were not always called active
SV40 large T antigen = TAg ATPase/helicase activity blockers – biochemical (AID 1903); 310,000 compounds, 0.39% hits; inhibition, % at 20 µM; hits with a dose series show IC50 in µM; SV40 large T antigen ATPase/helicase inhibition assay; higher % means a stronger effect; in the data active means a potency from the dose series; inconclusive means inhibition mostly from about 32% at the one dose, without a potency; inactive means the rest, 99 in 100 with inhibition below about 32%; further: strong numbers were not always called active
West Nile antiviral = inhibition of WNV-induced cytopathic effect – cell-based, CPE readout (AID 1621); West Nile virus-infected cells, CPE inhibition; higher % means a stronger effect; CPE inhibition, % at 10 µM; hits with a dose series show IC50 in µM; 290,000 compounds, 0.02% hits; in the data active means a potency from the dose series; inconclusive means CPE inhibition mostly from about 3.7% at the one dose, without a potency; inactive means the rest, 99 in 100 with CPE inhibition below about 2.2%; further: strong numbers were not always called active
NTR1 agonist = agonists of NTR1, primary screen, imaging, U2OS cells, beta-arrestin-GFP, high content (AID 493036); NTR1-U2OS beta-arrestin-GFP spot imaging, agonist mode; 330,000 compounds, 0.17% hits; activation, % at 20 µM; P30989;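 active means activation at or above 40% of the spot to cytoplasm intensity ratio, with at least 20 cells analyzed; inconclusive means wells under 20 cells, flagged as cytotoxic or low count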;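 further: 0% = DMSO without peptide and 100% = 100 nM NTR1 peptide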
Target sequence (P30989 whole entry, looked up): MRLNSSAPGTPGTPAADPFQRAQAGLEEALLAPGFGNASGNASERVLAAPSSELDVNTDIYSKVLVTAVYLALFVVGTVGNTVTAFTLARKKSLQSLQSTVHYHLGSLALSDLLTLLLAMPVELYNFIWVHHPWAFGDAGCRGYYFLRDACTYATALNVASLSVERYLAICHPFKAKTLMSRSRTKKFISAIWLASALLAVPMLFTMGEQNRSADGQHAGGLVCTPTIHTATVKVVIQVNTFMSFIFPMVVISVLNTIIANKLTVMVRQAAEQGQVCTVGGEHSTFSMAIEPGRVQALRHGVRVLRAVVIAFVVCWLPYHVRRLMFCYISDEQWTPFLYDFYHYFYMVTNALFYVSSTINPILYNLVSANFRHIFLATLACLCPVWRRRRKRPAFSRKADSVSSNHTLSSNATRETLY
MgcRacGAP inhibition = MgcRacGAP GTPase-activating activity inhibitors, confirmation, biochemical, ADP Hunter fluorescence; MgcRacGAP-stimulated Rac1 GTP hydrolysis, ADP Hunter fluorescence; higher % means a stronger effect; GST-tagged Rac1 F28L mutant substrate; inhibition, % at 30 µM; hits with a dose series show IC50 in µM; 340,000 compounds, 0.6% hits;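 active means first-screen hits whose inhibition reached a set limit at any dose in the follow-up dose series; inconclusive means inhibition above the set first-screen limit but never retested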;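 further: fluorescence reports GDP produced by GAP-driven GTP hydrolysis; strong numbers were not always called active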
AID2073 = inhibitors of Mint1-CaV2.2 protein interaction, biochemical, HTRF (AID 2073); inhibition, % at 20 µM; hits with a dose series show IC50 in µM; 290,000 compounds, 0.19% hits; HTRF protein-protein interaction, Mint1-CaV2.2; higher % means a stronger effect; in the data active means inhibition mostly above about 51%, no sharp cut-off; inconclusive means no clear call, values can overlap the other calls; inactive means mostly below about 53%; further: some results filed as inactive read as strong as hits
SIAH1 antagonists = Siah-1 peptide-binding antagonists, primary screen, biochemical, fluorescence polarization, rhodamine-plectin, uHTS (AID 1817); one-dose displacement, % at 20 µM; IC50 in µM for titrated hits; 290,000 compounds, 0.02% hits; Siah-1 / rhodamine-plectin peptide fluorescence polarization; higher % means a stronger effect;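 active means displacement of at least 50% at 20 µM, with a fluorescence ratio check between 0.3 and a set limit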;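 further: plate controls were Siah plus tracer with DMSO for no effect and tracer alone without Siah for full effect; strong numbers were not always called active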
UTI89 phage lysis = inhibition of K1F phage lysis, E. coli UTI89, bacterial capsule biogenesis inhibitors, alamar blue (AID 488966) | E. coli UTI89 K1F phage lysis, alamar blue, 2 h; higher % means a stronger effect | inhibition, % at 100 µM, or IC50 in µM where a hit was titrated | 340,000 compounds, 0.02% hits;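 active means phage lysis inhibition, versus mean bacterial control, above a set limit; inconclusive means no clear call, values can overlap the other calls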;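 further: capsule biogenesis inhibitors block K1F phage lysis so surviving cells raise fluorescence; higher fluorescence means more inhibition of phage lysis; actives were called in the ten point dose series up to 300 µM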
NS5 inhibitors = Dengue-2 NS5 methyltransferase inhibitors, primary screen, biochemical, confirmation dose response (AID 588689); Dengue-2 NS5 methyltransferase capping enzyme assay, biochemical; higher % means a stronger effect; inhibition, % at 25 µM, or IC50 in µM where a hit was titrated; 340,000 compounds, 0.3% hits; in the data active means a potency from the dose series; inconclusive means inhibition above about 29% without an active follow-up result
NTR1 agonist cell count 20 µM = also measured in NTR1 agonist; calls as there; cell count; measured here: cell count, cytotoxicity flag
NS5 inhibitors pilot replicate = recorded beside NS5 inhibitors, whose call it bears; inhibition, %; measured here: pilot screen replicate inhibition
Active calls of the source: *; u = inconclusive; x = not tested or not shown; [ ] = another dose, or the depositor's remark.

SMILES | RSV CPE inhibition | SV40 large T antigen | West Nile antiviral | NTR1 agonist | NTR1 agonist cell count 20 µM | MgcRacGAP inhibition | AID2073 | SIAH1 antagonists | UTI89 phage lysis | NS5 inhibitors | others
CCCCN1C(=O)C(NC(C)=O)c2cc(Br)ccc21 (stereo unspecified) | 1.2% | 7% | -0.6% | 4.0 | 47 | 11% | -11% | 0% | 0.7% | -1%
O=C(NCCC(=O)N1CCCC(C(F)(F)F)C1)c1ccccc1Cl (stereo unspecified) | 2.1% | 0% | -0.2% | -0.9 | 53 | 4% | 2% | 4% | 0.0% | 2%
Cc1ccc(CNC(=O)CNS(=O)(=O)c2ccc3nc(C)sc3c2)cc1 | 3.3% | 26% | -0.6% | 2.0 | 54 | 8% | -8% | -3% | 0.0% | 3%
CCOC(=O)C(=CNc1cc(C)nn1-c1ccccc1)C(=O)OCC | 0.2% | 14% | 0.7% | 0.5 | 76 | 8% | 1% | 1% | -1.0% | 1%
O=C(c1ccc(CS(=O)Cc2ccc(Cl)cc2)o1)N1CCN(c2ccccn2)CC1 (stereo unspecified) | 1.0% | 4% | 0.1% | 0.3 | 63 | 2% | -7% | -3% | -0.1% | -4%
CCn1c(COc2ccc(=O)n(-c3ccccc3)n2)nnc1SC | 0.3% | 9% | 0.2% | -1.7 | 72 | 7% | -6% | 6% | 0.0% | -4%
CN(C)S(=O)(=O)c1cc(C(=O)Nc2ccccc2C(=O)NC2CC2)ccc1Cl | 0.2% | x | x | 8.2 | 65 | 4% | x | x | 0.7%[50 µM] | -6%
Cc1ccc(/C=C/C(=O)N2CC(=O)Nc3ccccc32)o1 | 1.7% | 34% | 0.5% | 1.4 | 33 | 16% | 56% | -5% | -0.9% | 16%
O=C(Nc1ccc(Oc2cccnc2)cc1)C1CCN(Cc2ccc(F)cc2)CC1 | 0.6% | -5% | -0.5% | 0.9 | 44 | -2% | 21% | -5% | -0.2%[50 µM] | -1%
Cn1nc(C(F)(F)F)cc1-c1ccc(/C=C(\C#N)C(=O)c2ccccc2)s1 | 2.0% | 5% | -0.3% | 16 | 36 | 7% | 45% | 12% | -0.1% | -5%
CSc1nsc(SC)c1C(N)=O | x | 4% | -0.5% | -1.0 | 39 | 15% | 4% | 2% | 4.7% | -2%
O=S(=O)(c1cccc2cccnc12)N1CCc2ccccc21 | 4.7% | 22% | -0.5% | 0.5 | 41 | 12% | 3% | 3% | -0.4% | -4%
CC(=O)Nc1ccc(/C=N/Nc2nncc3ccccc23)cc1 | 2.7% | -16% | 0.1% | x | x | x | 8% | -4% | -2.4%[50 µM] | -11%
O=C(NCCOC(=O)c1ccc(C(=O)OCCNC(=O)c2ccccc2)o1)c1ccccc1 | 2.5% | -4% | 0.1% | 0.0 | 38 | 9% | 0% | 3% | 0.5% | -6%
CCCc1cc(=O)oc2c(C)c(OCC(=O)NCCCn3ccnc3)ccc12 | -3.3% | 5% | 0.0% | -0.9 | 81 | 4% | 11% | -2% | 0.4% | 1%
COC(=O)c1ccc(-c2ccc(OC)c([C@H]3[C@H]4C=CC[C@@H](C)[C@@H]4C(=O)N3Cc3ccccc3)c2)cc1 | -1.9% | -2% | 0.2% | 4.1 | 95 | 9% | 6% | 0% | 3.4% | -3%
O=C(COC(=O)CC1CC2CCC1C2)NCc1ccccc1 (stereo unspecified) | x | x | x | 0.5 | 61 | 4% | x | x | 0.7% | 6%
Cc1ccc(Cl)cc1N1CCN(S(=O)(=O)N2CCCCC2)CC1 | 7.7% | 0% | -0.8% | x | x | 8% | -4% | 3% | -0.5% | 1%
Cc1cccc(N2CCN(C(=O)C3(S(=O)(=O)c4ccc(Cl)cc4)CC3)CC2)c1C | 7.2% | 8% | -0.9% | 2.2 | 56 | 4% | 3% | 15% | 1.0% | -13%
CCOC(=O)c1cnc2ccccc2c1NCc1ccco1 | 3.0% | 10% | 0.5% | 1.4 | 43 | 5% | 21% | -7% | 1.3% | 3%
c1ccc(COc2ccc(Nc3ncnc4nc[nH]c34)cc2)cc1 | 9.3% | 2% | 1.4% | 1.2 | 63 | 0% | 2% | -1% | 0.4% | -3%
Cc1sc2nc(C(C)Nc3ccccc3N3CCOCC3)[nH]c(=O)c2c1C (stereo unspecified) | 3.2% | 5% | -0.3% | 1.1 | 88 | 8% | -1% | -2% | 0.2% | 3%
Cc1c(C(=O)Nc2ccc(C(=O)Nc3ccccc3)cc2)cccc1[N+](=O)[O-] | 1.9% | 11% | 2.3% | -0.9 | 38 | 5% | u | 2% | 0.5% | -2%
Cc1cccc(-c2cc(C(=O)N3CCCc4ccccc43)c3ccccc3n2)c1 | 5.6% | 10% | -0.6% | 7.7 | 52 | 5% | -2% | -2% | -0.1%[50 µM] | -2%
CCOc1ccc(S(=O)(=O)Nc2ccncc2)c(C)c1C | 0.4% | 7% | 0.4% | 0.1 | 70 | 1% | 13% | 1% | -0.5% | -1%

(listing goes on)
SMILES | RSV CPE inhibition | SV40 large T antigen | West Nile antiviral | NTR1 agonist | NTR1 agonist cell count 20 µM | MgcRacGAP inhibition | AID2073 | SIAH1 antagonists | UTI89 phage lysis | NS5 inhibitors | others
CS(=O)(=O)c1cccc(S(=O)(=O)N2CCN(c3ccccn3)CC2)c1 | 4.8% | 11% | -0.8% | 0.9 | 53 | 5% | 2% | 0% | 0.2% | 1%
CCOC(=O)CSc1nn(C)c(=S)s1 | -0.3% | -4% | -0.5% | -0.9 | 39 | 9% | 5% | 1% | 1.6% | -3%
CCOC(=O)N1CCN(C(=O)C2CCN(S(=O)(=O)c3ccc(Br)s3)CC2)CC1 | 1.1% | 10% | -0.4% | 0.0 | 52 | 0% | 8% | 18% | 0.4% | -1%
Cc1c(C(=O)Oc2cccc3cccnc23)cccc1[N+](=O)[O-] | 1.9% | 11% | 0.2% | 1.1 | 35 | -3% | 2% | 2% | -0.5% | -2%
COc1ccccc1NS(=O)(=O)c1cc(Cl)ccc1OC | 1.6% | 3% | -1.2% | 2.0 | 50 | 2% | 0% | 2% | -1.9% | -3%
COc1cc(C)nc(N2CCC(C(=O)NC3CCCCC3)CC2)n1 | 0.0% | 0% | -1.1% | -1.0 | 37 | 1% | 3% | 1% | 2.4% | -3%
O=C(Nc1cccc(F)c1)Nc1ccc2c(c1)OCO2 | 2.9% | 11% | -0.2% | 0.7 | 61 | 6% | 3% | 8% | 0.2% | -11%
O=C(CCC(=O)Nc1ccccc1Cl)NNC(=O)c1ccco1 | 1.6% | 8% | -1.0% | 0.3 | 57 | 9% | -1% | 6% | 4.2% | -7%
COC(=O)c1ccc(=O)n(Cc2ccc3c(c2)OCO3)c1 | -0.2% | 17% | -0.2% | 0.3 | 38 | 11% | 23% | 2% | 0.5% | 1%
O=Nc1c(-c2c(O)[nH]c3cc(Br)ccc23)[nH]c2ccccc12 | -3.4% | 8% | -1.2% | 12 | 63 | -1% | 23% | -7% | -3.8% | -1%
CCNC(=S)N(CCc1ccccc1C)Cc1cc2cc(OC)c(OC)cc2[nH]c1=O | 4.5% | 3% | -0.7% | 0.5 | 54 | 8% | -18% | -7% | 5.1% | -2%
CCCC/C=C/C(NC(=O)c1ccc(-c2ccccc2)cc1)c1ccccc1 (stereo unspecified) | 0.8% | 14% | 1.0% | -0.5 | 76 | 6% | x | x | 8.2% | -6%
CC1(C(=O)N2CCN(c3ccccc3)CC2)CC1(Cl)Cl (stereo unspecified) | -1.0% | 19% | -0.7% | 2.8 | 65 | 6% | -2% | 7% | 0.4% | -3%
CSc1cccc(NC(=S)N(Cc2ccccc2)Cc2ccccn2)c1 | 15% | -5% | -0.9% | 0.6 | 52 | 8% | -8% | 0% | 0.0% | -7%
O=C(CN1CCSc2ccccc21)NCCCc1ccccc1 | 1.8% | 24% | -0.8% | -1.6 | 54 | 10% | -7% | 5% | 0.2% | -7%
COc1ccccc1NC(=O)C1CCCN(c2cc(C)nc3ncnn23)C1 (stereo unspecified) | 1.3% | 6% | 0.2% | 0.5 | 36 | 9% | 10% | 1% | 0.1% | -14%
CC(C)NC(=O)c1onc(CSc2ccc(F)cc2)c1C(=O)O | -1.0% | 5% | 0.1% | -2.0 | 101 | 9% | -4% | -1% | 2.4% | -1%
COc1ccc(NC(=O)c2ccc(-n3cncn3)c([N+](=O)[O-])c2)cc1OC | -1.2% | 18% | x | 0.7 | 61 | 7% | x | x | 1.5%[50 µM] | 1%
Cc1ccc(P(C)(=O)c2ccc(C)cc2)cc1 | 1.8% | 10% | 0.8% | 2.0 | 46 | -1% | -2% | -2% | 1.5% | -7%
CCOC(=O)c1cc(C#N)c(Oc2ccc(F)cc2)nc1-c1ccccc1 | 2.9% | 10% | -0.5% | 7.0 | 66 | 15% | -6% | 1% | 0.3% | -3%
C#CCn1ccc(O)c(Cc2ccccc2)c1=O | 0.3% | 5% | 0.0% | -0.1 | 72 | 11% | 6% | 1% | 0.1% | -7%
COc1ccc(C(=O)Nc2ccccc2C(=O)NCc2cccnc2)cc1OC | 2.0% | 8% | 1.1% | 1.3 | 72 | 7% | -2% | -1% | 0.9%[50 µM] | -5%
CCc1nnc(NC(=O)Nc2ccc(Cl)cc2)s1 | 15% | x | -0.9% | -0.4 | 35 | 4% | 2% | 8% | 1.1% | -16%
CC1CCN(c2ccc3nnc(CCC(=O)NCc4ccco4)n3n2)CC1 | 2.6% | 14% | -0.1% | 0.2 | 56 | -1% | -1% | -3% | 0.2% | 3%
Cc1ccc(S(=O)(=O)c2nnn3c2nc(N2CCOCC2)c2ccccc23)cc1 | 1.2% | 15% | 1.6% | -0.8 | 57 | 0% | 0% | 0% | 1.3% | 2%
Cc1n[nH]c(C)c1S(=O)(=O)N1CCc2ccccc21 | 3.3% | -2% | -0.3% | -0.6 | 68 | 6% | 4% | 1% | 3.7% | 5%
Cc1ccc([N+](=O)[O-])cc1NC(=O)c1cccnc1 | 1.9% | 8% | 0.1% | 1.0 | 65 | 5% | 4% | 1% | 0.1% | -3% | NS5 inhibitors pilot replicate=0.3
COc1ccc(S(=O)(=O)N(C)C[C@H]2Oc3c(NC(=O)C4CCCCC4)cccc3C(=O)N([C@H](C)CO)C[C@@H]2C)cc1 | x | x | x | 1.6 | 48 | 12% | x | x | 0.6% | 2%
COC(=O)c1cc(Cl)c(NC(=O)c2ccc(F)cc2)cc1OC | 5.1% | 11% | -0.1% | 2.4 | 64 | 2% | 5% | -2% | -1.1% | -1%
